Source: PubChem (several laboratories)
STAT1 activator: STAT1 signaling activators, primary screen, cell-based, HTS, luciferase reporter. activation (% of control), % at 5.5 µM. NIH 3T3 STAT1-luciferase reporter, IFN-gamma, luminescence; 100% = IFN-gamma alone, no compound. 200,000 tested, 2.6% active;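 active = activation above the screen-wide mean activation plus 3 SD, cut at about 130% in these data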;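 note: raw ratio to IFN-gamma control signal so 100% means no change and 0% no light; values of inactives mirror those of a sister screen read the other way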
Hsp70 act: Hsp70 transcriptional activators, primary screen, cell-based, HeLa, Hsp70 promoter luciferase, luminescence, 10 µM; AID 1203, 2008; 200,000 tested, 0.04% active; activation, % at 10 µM; HeLa Hsp70 promoter luciferase reporter; scaled: vehicle 0, proteasome-inhibitor control 100%;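 active = activation above the mean across all tested compounds plus 3 SD, cutoff set per campaign, cut at about 5.5% in these data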;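 note: 100% = MG132 at 30 µM as the positive control and 0% = DMSO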
APP 5'UTR act: activators of APP 5'UTR luciferase reporter, primary screen, SH-SY5Y cells | SH-SY5Y APP 5'UTR luciferase reporter, luminescence; zero percent = DMSO vehicle wells | activation, % at 2 µM | 190,000 tested, 1% active;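 active = activation above a set limit, based on mean plus 3 SD of controls, cut at about 140% in these data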; note: values of inactives mirror those of a sister screen read the other way
STAT3 blocker: IL-6 driven STAT3 reporter inhibitors, primary screen, U3A cells, luciferase, luminescence, MLSCN library | 190,000 tested, 0.89% active | AID 862, 2007 | inhibition, % at 5.5 µM | IL-6 STAT3-luciferase reporter; host cell line lacks STAT1;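 active = inhibition above the mean inhibition across all screened compounds plus 3 SD, cut at about 44% in these data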;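 note: 0% = DMSO only wells and 100% = 100 µM nifuroxazide control wells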
NF-kB expr up: activators of NF-kB expression in neurons, primary screen, cell-based, HTS; human neuronal cells, NF-kB reporter expression; active compounds read high; fold change at 12.5 µM; 190,000 tested, 1.6% active; AID 1239, 2008; in the data active = fold change above about 3.3
RAM network inh: inhibitors of the yeast RAM network, primary screen, dse1pr::URA3 reporter, 5-FOA selection; S. cerevisiae dse1pr::URA3 reporter, 5-FOA growth OD615, 2 d; analog-sensitive cbk1-as2 kinase mutant strain; inhibition, % at 50 µM; 190,000 tested, 1.8% active; AID 868, 2007;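 active = inhibition above a set limit, 3 SD over mean compound inhibition, cut at about 8.4% in these data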;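 note: 0% = DMSO-only wells with no growth and 100% = 10 µM 1-NA-PP1 full growth; inhibition rescues growth on 5-FOA so higher OD means more RAM inhibition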
STAT1 blocker: STAT1 signaling inhibitors, primary screen, cell-based, HTS, luciferase reporter; inhibition, % at 5.5 µM; NIH 3T3 STAT1-luciferase reporter, IFN-gamma, luminescence; 200,000 tested, 0.35% active;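 active = inhibition above a set limit, the mean inhibition across all tested compounds plus 3 SD, cut at about 34% in these data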;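 note: 0% = IFN-gamma with DMSO and 100% = IFN-gamma with 300 µM nifuroxazide; values of inactives mirror those of a sister screen read the other way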
STAT3 act: IL-6 driven STAT3 reporter potentiators, primary screen, U3A cells, luciferase, luminescence, MLSCN library; activation (% of control), % at 5.6 µM; IL-6 STAT3-luciferase reporter; 100% = signal with IL-6 EC80 alone; 190,000 tested, 0.91% active;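 active = activation above the screen-wide mean of compound activation plus 3 SD, cut at about 130% in these data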;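 note: 0% = background luminescence of wells with medium and substrate only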
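System – human U3A cells carrying STAT3-luciferase construct · Probe or stimulus – Interleukin-6, 33 ng/mL · Schedule – compound 1 h, then IL-6 6 h at 37 °C · Signal – luminescence from STAT3-driven luciferase reporter · Evaluation – percent of IL-6-only median luminescence · Benchmarks – IL-6-only high control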
FLuc inhib CS: firefly luciferase enzyme inhibitors, primary screen, artefact control for luciferase-based inhibitor screens, biochemical, luminescence, ATPLite. 10 min. AID 1006, 2008. inhibition, % at 10 µM. Luciferin 4-monooxygenase (Photinus pyralis), P08659. 200,000 tested, 1.5% active;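 active = inhibition above about 50% when tested at 10 µM, limit read from the data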
Target sequence (P08659 whole entry, looked up): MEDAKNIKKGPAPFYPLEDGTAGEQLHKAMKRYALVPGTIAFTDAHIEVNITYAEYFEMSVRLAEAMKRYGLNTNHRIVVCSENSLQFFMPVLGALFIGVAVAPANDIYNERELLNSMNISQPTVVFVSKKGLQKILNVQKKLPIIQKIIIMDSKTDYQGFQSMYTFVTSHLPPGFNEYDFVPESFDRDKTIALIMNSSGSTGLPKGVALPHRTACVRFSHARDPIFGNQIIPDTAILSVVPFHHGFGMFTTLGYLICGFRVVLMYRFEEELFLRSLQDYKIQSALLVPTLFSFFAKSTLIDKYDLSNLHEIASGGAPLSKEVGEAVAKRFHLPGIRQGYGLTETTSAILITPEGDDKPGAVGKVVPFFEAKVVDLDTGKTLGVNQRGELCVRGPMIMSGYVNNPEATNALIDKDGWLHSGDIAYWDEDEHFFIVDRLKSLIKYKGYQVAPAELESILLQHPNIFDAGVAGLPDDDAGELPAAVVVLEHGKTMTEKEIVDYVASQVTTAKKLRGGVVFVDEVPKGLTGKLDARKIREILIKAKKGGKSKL
APP transl inh: inhibitors of APP translation via 5'UTR reporter, primary screen, APP 5'UTR luciferase, SH-SY5Y cells | SH-SY5Y APP 5'UTR-luciferase reporter, luminescence | inhibition, % at 2 µM | 190,000 tested, 0.82% active;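 active = inhibition above a set limit, derived from the sample mean plus 3 SD, cut at about 45% in these data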; note: values of inactives mirror those of a sister screen read the other way
An asterisk follows results filed as active; x = no result given.

SMILES	STAT1 activator	Hsp70 act	APP 5'UTR act	STAT3 blocker	NF-kB expr up	RAM network inh	STAT1 blocker	STAT3 act	FLuc inhib CS	APP transl inh
CC1(C(=O)NC23CC4CC(CC(C4)C2)C3)CC1(Cl)Cl (configuration not stated)	97	0.0	16	0	1.2	-1.3	3	106	4	-16
COc1ccccc1NC(=S)N(Cc1ccc(Cl)cc1)CC1CCC(C(=O)O)CC1 (configuration not stated)	97	-0.2	1	7	1.6	1.2	3	96	-4	-1
CNc1cc(-n2nc(C)cc2-c2ccccc2)ncn1	101	-0.4	6	5	1.2	2.3	-1	99	-6	-6
CC(C)(C)NC(=O)NC(=O)COC(=O)c1cc[n+]([O-])cc1	107	-0.3	0	1	1.1	0.3	-8	103	-8	0
O=C(CSc1nnc(NCc2ccccc2)s1)N1CCOCC1	101	0.0	-14	3	1.1	0.9	-1	96	14	14
Cc1cc(Oc2cc(N)cc([N+](=O)[O-])c2)ccc1Cl	110	0.0	2	-10	1.1	2.8	-11	109	0	-2
COc1ccc(Cl)cc1C(=O)NNC(=S)NC(=O)c1cc(-c2ccc(Cl)cc2)nc2ccccc12	102	-0.1	22	1	1.1	5.0	-2	104	9	-22
COc1cccc(C(=O)NCc2ccc(-c3nc4ccccc4s3)cc2)c1	114	-0.1	45	12	1.6	4.5	-16	95	10	-45
CNc1ccc(/C=C2\COc3ccccc3C2=O)cc1[N+](=O)[O-]	101	-0.6	12	3	1.8	4.9	1	99	13	-12
c1ccc2c(c1)CCN(Cc1nnnn1Cc1ccc3c(c1)OCO3)C2	102	-0.1	0	-8	1.1	0.3	-3	108	-6	0
COc1ccc(-c2oc3ncn4nc(Cc5ccccc5)nc4c3c2-c2ccc(OC)cc2)cc1	103	-0.4	-7	3	1	8.1	-3	101	-4	7
CCC(c1nnnn1Cc1cccs1)N1CCN(c2nc3ccccc3s2)CC1 (configuration not stated)	101	-0.2	-5	-7	0.74	0.9	0	112	-6	5
COc1ccc(/C=N/Nc2ccc(C(=O)O)cc2)cc1Br	42	-0.1	133	42	2.7	1.4	61*	66	20	-133
CC1CCCC/C1=N\NS(=O)(=O)c1ccc(Br)cc1 (configuration not stated)	97	-0.2	-22	4	1.1	0.1	4	96	-7	22
COc1ccc(CNC(=O)CSc2nnnn2-c2ccc(O)cc2)cc1	100	-0.1	3	8	1	0.8	0	96	-3	-3

Reprinted from above, 2 compounds:
SMILES	STAT1 activator	Hsp70 act	APP 5'UTR act	STAT3 blocker	NF-kB expr up	RAM network inh	STAT1 blocker	STAT3 act	FLuc inhib CS	APP transl inh
COc1ccc(-c2oc3ncn4nc(Cc5ccccc5)nc4c3c2-c2ccc(OC)cc2)cc1	103	-0.4	-7	3	1	8.1	-3	101	-4	7
CCC(c1nnnn1Cc1cccs1)N1CCN(c2nc3ccccc3s2)CC1 (configuration not stated)	101	-0.2	-5	-7	0.74	0.9	0	112	-6	5

Going on with the list.
SMILES	STAT1 activator	Hsp70 act	APP 5'UTR act	STAT3 blocker	NF-kB expr up	RAM network inh	STAT1 blocker	STAT3 act	FLuc inhib CS	APP transl inh
COc1ccc(/C=N/NC(=O)c2cccc(OC(F)(F)C(F)F)c2)cc1O	96	0.2	8	4	1	0.1	4	99	-4	-8
COc1ccc(OC2OC3COC(C)(C)OC3C(O)C2NC(C)=O)cc1 (configuration not stated)	106	0.0	-9	0	1.3	1.1	-6	101	-9	9
O=C(c1cccc(Oc2c(Cl)cccc2[N+](=O)[O-])c1)N1CCCCC1	94	0.5	-4	5	1.9	2.0	5	101	-8	4
CC(C)c1ccc(NC(=S)NC2CCN(Cc3ccccc3)CC2)cc1	114	0.1	7	-1	0.83	0.4	-15	104	0	-7
O=C(O)Cc1ccc(NC(=S)NCc2ccco2)cc1	96	-0.1	0	5	1.2	1.6	4	97	-3	0
CC(C)[C@H](NC(=O)C1(c2ccccc2)CCN(C(=O)OC(C)(C)C)CC1)C(=O)O	95	-0.1	5	6	0.89	0.9	5	100	-5	-5
CCN(CC)S(=O)(=O)c1ccccc1/C=N\O	104	-0.4	0	10	1.1	-0.3	-3	96	1	0
Cc1nn(Cc2ccc(Cl)cc2)c(C)c1NC(=O)C1CC=CCC1C(=O)O (configuration not stated)	100	0.2	-9	3	1.1	0.2	0	102	-3	9
COc1ccc(Nc2nc(N)nc(CN3CCc4ccccc4C3)n2)cc1	100	0.3	7	-2	1.4	-0.7	-1	106	-8	-7
C(=N/N1CCN(c2ccccc2)CC1)/c1ccncc1	95	0.7	5	33	1.1	-0.1	4	75	-1	-5
Cc1cccc(N(C(=O)c2csnn2)C(C(=O)NC(C)(C)C)c2cccnc2)c1 (configuration not stated)	101	0.0	-13	2	0.99	0.8	-1	104	-2	13
CC(NC(=O)COC(=O)CCc1ccccc1)c1ccccc1 (configuration not stated)	100	-0.1	12	25	0.99	1.0	0	79	1	-12
CN(C)c1ccc(/C=N/NC(=O)C2CC2c2ccccc2)cc1 (configuration not stated)	103	0.2	-10	12	0.95	0.5	-5	96	-1	10
O=C(/C=C/c1cccc([N+](=O)[O-])c1)NCCSCc1ccc(Cl)cc1	94	-0.4	-15	-1	0.95	1.8	7	104	-6	15
CN(C)S(=O)(=O)c1cccc(-c2cn3ccccc3n2)c1	105	-0.2	14	6	1.2	0.4	-6	97	10	-14
CCC(=O)Nc1ccc(S(=O)(=O)Nc2ccccn2)cc1	107	-0.1	-7	4	1	2.3	-7	101	4	7
O=C(CSc1ccc2c(c1)OCCO2)Nc1ccc2c(c1)OCO2	91	-0.1	-9	11	1	1.9	9	91	3	9
COc1ccc(-c2nc3ccccc3s2)cc1NC(C)=O	173*	0.0	154*	-19	2.4	0.5	-78	115	19	-154
COc1ccc(C(=O)C[n+]2cccc(C)c2C)cc1[N+](=O)[O-]	98	-0.4	8	-3	1.1	0.2	1	104	1	-8
COc1cccc(NC(=O)C2CCCN(S(=O)(=O)c3cccc4nsnc34)C2)c1 (configuration not stated)	98	-0.2	6	4	0.63	3.9	2	98	-7	-6
CCOC(=O)c1c(NC(=O)Cn2cnc3scc(-c4ccc(C)cc4)c3c2=O)sc(C)c1C	98	-0.3	7	8	0.78	3.0	3	97	-2	-7
Cc1ccccc1NS(=O)(=O)c1cc(C(=O)N2CCc3ccccc3C2)ccc1C	98	0.0	4	-15	0.87	5.1	2	116	-8	-4
COc1ccc(-c2nc3n(n2)C(c2ccccc2)C2=C(CCCC2=O)N3)cc1OC (configuration not stated)	91	-0.2	9	4	1.2	0.8	10	100	-6	-9
O=C(OCn1ncc(Cl)c(Cl)c1=O)c1cccc(C(F)(F)F)c1	84	1.4	-44	29	0.12	3.1	18	83	-1	44
Cc1onc(-c2ccccc2)c1C(=O)Nc1ccc(-c2nnc3n2CCCCC3)cc1	94	-0.3	0	0	0.95	-0.1	7	104	-9	0
COc1cccc(N/C(SC)=C(/C#N)C(=O)NCc2cccs2)c1	100	-0.3	9	-1	1.1	6.5	-1	102	-2	-9
COC(=O)c1sccc1NC(=O)CSc1ccccc1NS(=O)(=O)c1cc(Cl)ccc1Cl	102	-0.2	x	-8	1.1	4.8	-3	112	-5	x
CN(C)C(=O)N1CCNCC1	102	-0.1	-1	-2	1.4	2.5	-4	103	-2	1
CCOC(=O)c1ccc[n+](C(C)C(=O)c2ccc(-c3ccccc3)cc2)c1 (configuration not stated)	104	-0.1	-7	-6	0.88	-0.3	-5	105	4	7
CCCc1ccc(C(=O)NNC(=O)c2ccc(Br)cc2)cc1	104	-0.2	5	0	1.1	3.7	-5	102	-3	-5
O=C(NCc1ccccc1)C(c1ccc(O)cc1)N(C(=O)Cn1nnc(-c2cccs2)n1)c1ccc2c(c1)OCCO2 (configuration not stated)	98	0.0	25	3	0.85	6.3	0	100	-8	-24
COc1cc(C#N)c(N=C(SCC#N)N2CCOCC2)cc1OC	93	-0.3	-1	17	1.2	0.6	5	90	-7	1
CCOC(=O)Cc1csc(NS(=O)(=O)c2ccc3c4c(cccc24)C(=O)N3CC)n1	93	-0.3	12	17	1.2	3.5	6	91	-8	-12
O=C(Nc1cccnc1)c1ccc(Oc2ccccc2)cc1	112	0.4	116	13	1.8	0.1	-13	93	44	-116
COc1ccccc1NC(=O)Cn1cnc2sc(C(=O)NCc3ccco3)c(C)c2c1=O	98	-0.4	-36	-2	1.3	9.4*	2	105	-3	36
C=CCS(=O)(=O)c1cccc2cccnc12	99	0.0	-10	3	1.3	0.4	-1	100	0	10
CCC(C)/C(C)=N/NC(=O)C1COc2ccccc2O1 (configuration not stated)	93	0.4	-21	15	1.1	1.1	8	87	-4	21
COc1ccc(N2CCN(S(=O)(=O)c3ccc(-n4cnnn4)c(C)c3)CC2)cc1	109	-0.2	-16	4	0.99	4.9	-10	104	-6	16
O=C(Nc1ccncc1)C1CCN(S(=O)(=O)c2cccs2)CC1	90	-0.5	0	5	1	-0.7	10	98	-10	0

The order is random (roughly 7.7% active in at least one column).
